Bioassay records deposited in PubChem BioAssay by several laboratories.
Yeast life ext – extends the lifespan of yeast; S. cerevisiae growth with nicotinamide, OD615; deaD strain in restrictive glucose medium; inhibition of the nicotinamide effect, % at 10 µM; actives 0.68% (n = 130,000);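 active means inhibition above a set limit, placed 3 SD over the median of all compounds, cut at about 26% in these data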;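 further: 0% = nicotinamide-treated wells and 100% = cells grown without nicotinamide; some compounds called inactive have numbers as strong as hits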
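Assay system: engineered S. cerevisiae DeaD replicative-lifespan strain, galactose-grown log-phase cells; Buffer or medium: CSMM-D glucose medium, restrictive; Probe or stimulus: nicotinamide 1.5 mM; Compound: single dose 10 µM compound, 0.25% DMSO; Schedule: 4 h preincubation then 48 h treatment at 30 °C; Technique: OD615 measurement.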
MRP1 act – MRP-1 activation. H69AR cells + doxorubicin, viability rescue, CellTiter-Glo. viability increase, % at 10 µM. actives 0.61% (n = 140,000);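 active means viability gain under doxorubicin at or above a set limit, the compound median plus 3 SD, cut at about 4.7% in these data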;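 further: MRP-1 overexpressing cells given doxorubicin 25 µM after compound pretreatment; 18-22 h compound pretreatment then 72 h with doxorubicin before readout; 0% = doxorubicin-only wells and 100% = vehicle-treated cells without doxorubicin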
GALR2 antag – antagonists of human galanin receptor 2 (GALR2); O43603; GALR2-expressing cells, antagonist mode; inhibition, % at 4 µM; actives 0.39% (n = 140,000); AID 828; in the data active means inhibition above about 27%;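 further: cells stimulated with galanin 1-16 at roughly its EC80; 0% = agonist challenge control and 100% = basal control without agonist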
Target sequence (O43603 whole entry, looked up): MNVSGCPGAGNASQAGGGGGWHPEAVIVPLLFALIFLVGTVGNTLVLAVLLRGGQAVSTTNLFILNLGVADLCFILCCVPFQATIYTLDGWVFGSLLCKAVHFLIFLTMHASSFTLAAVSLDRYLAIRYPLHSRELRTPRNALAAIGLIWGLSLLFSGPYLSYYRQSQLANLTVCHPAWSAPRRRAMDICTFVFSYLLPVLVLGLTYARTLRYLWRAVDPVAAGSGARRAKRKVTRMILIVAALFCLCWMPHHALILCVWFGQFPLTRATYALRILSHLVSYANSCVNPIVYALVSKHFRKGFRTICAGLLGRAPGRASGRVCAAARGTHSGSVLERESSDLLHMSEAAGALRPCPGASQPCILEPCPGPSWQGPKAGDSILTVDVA
E-sel TNF inh – TNF alpha driven E-selectin expression inhibition. HUVEC TNFa-induced E-selectin immunofluorescence, high content. inhibition, % at 2 µM. actives 0.71% (n = 120,000). AID 1246;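 active means inhibition above the batch mean plus 3 SD, and confirmed as a hit on visual image review, cut at about 43% in these data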;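 further: 0% = TNF-stimulated DMSO wells and 100% = unstimulated control wells; not every result past the cut was called active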
bCat KO growth – beta-catenin-lacking colon tumor cell growth suppression | viability, % at 10 µM | actives 1.5% (n = 140,000) | HCT116 beta-catenin knockout viability, CellTiter-Glo, 60 h; hits give low values | AID 818;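 active means viability at or under a set limit, the compound median less 4 SD, cut at about 6% in these data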;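 further: 0% = Hyamine 1622 control at 20 µM and 100% = untreated cell control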
PTEN del growth – PTEN-deleted cell growth suppression; HCT116 PTEN-null viability, CellTiter-Glo, 60 h; hits give low values; viability, % at 10 µM; actives 1.2% (n = 140,000); AID 827;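 active means viability at or below a set limit, 4 SD under the median of all tested compounds, cut at about 3.7% in these data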;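 further: PTEN knockout HCT116 line with beta catenin targeted HCT116 as companion control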
BB579 growth dn – reduces growth of yeast BB579 in restrictive medium; S. cerevisiae BB579 growth, OD615, 48 h; inhibition, % at 10 µM; actives 0.51% (n = 140,000); AID 804;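 active means inhibition above a set limit, 3 SD over the mean compound inhibition, cut at about 44% in these data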; further: inactives centre near -24
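controls = amphotericin B 10 µg/mL, positive | assay system = DeaD yeast strain BB579 | schedule = 48 h compound exposure at 30 °C after 4 h preincubation | detection = OD615 turbidity measurement | medium = restrictive CSMM-D medium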
Measles CPE – protection of cells from measles virus | Measles virus-infected cells, CPE protection, absorbance | protection (pct of control), % at 4 µM | actives 1.5% (n = 140,000) | AID 841; in the data active means protection mostly above about 24%, no sharp cut-off; inactive means mostly below about 26%; further: some compounds called inactive have numbers as strong as hits
NPY Y2 blocker – NPY-Y2 (human) receptor antagonism | P49146 | NPY-Y2 expressing cells, antagonist mode | inhibition, % at 2.7 µM | actives 0.99% (n = 140,000) | AID 793; in the data active means inhibition above about 17%;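 further: 0% = vehicle with agonist challenge and 100% = reference antagonist with challenge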
Target sequence (P49146 whole entry, looked up): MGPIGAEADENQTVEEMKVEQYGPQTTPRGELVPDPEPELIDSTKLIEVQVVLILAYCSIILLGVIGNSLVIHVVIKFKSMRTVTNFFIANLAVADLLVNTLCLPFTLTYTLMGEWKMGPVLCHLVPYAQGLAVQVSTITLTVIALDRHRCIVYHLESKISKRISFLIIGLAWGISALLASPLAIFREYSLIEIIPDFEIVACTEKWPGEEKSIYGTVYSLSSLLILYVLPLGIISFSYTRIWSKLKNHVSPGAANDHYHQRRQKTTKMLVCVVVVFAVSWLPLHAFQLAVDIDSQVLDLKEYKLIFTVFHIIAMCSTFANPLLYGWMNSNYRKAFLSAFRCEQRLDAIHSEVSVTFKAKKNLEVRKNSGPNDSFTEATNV
Phagocyt inh – macrophage phagocytosis inhibition | actives 0.07% (n = 110,000) | AID 1029 | inhibition, % at 5 µM | J774A.1 macrophage IgG-bead phagocytosis, imaging;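 active means inhibition above the mean of the plate negative controls plus 5 SD, cut at about 13% in these data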;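 further: phagocytic index as fraction of beads internalized from green versus red external bead signal; plate controls were DMSO negative control for no effect and cytochalasin-D positive control for full effect; some results beyond the cut were filed as inactive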
Active calls of the source: *; x = no result given; & = joins results of further samples.

smiles,Yeast life ext,MRP1 act,GALR2 antag,E-sel TNF inh,bCat KO growth,PTEN del growth,BB579 growth dn,Measles CPE,NPY Y2 blocker,Phagocyt inh
Cc1cccc(C(=O)NC2CCN(C(=S)NCc3ccco3)CC2)c1,0.8,-0.6,7.4,1.2,103.5,113.5,-45.0,5.6,-0.1,x
Cc1nn(CC#N)c(=O)n1-c1ccccc1,-8.4,0.1,1.4,2.8,97.2,96.1,-38.4,20.1,0.8,-1.4
CCOC(=O)c1c(N)sc2c1CCCC2,-12.2,-0.6,7.6,x,98.2,98.2,-31.1,3.9,1.1,1.0
CCCC(=Nc1ccccc1)C1=C(O)C(C(=O)OC)C(C)(C)CC1=O (stereo not given),64.8,-0.1,6.2,-6.5,103.2,103.8,-42.0,9.1,2.7,x
Cc1cccc(COCC(CC(C)C)N2CCN(C(=O)c3ccc(C(F)(F)F)cc3)CCC2=O)c1 (stereo not given),11.6,-1.1,6.1,6.3,70.8,64.6,-24.4,21.6,13.7,x
CCOC(=O)c1[nH]c(C)c(C(=O)NCc2cccnc2)c1C,-12.0,-0.8,-11.1,9.5,95.3,93.0,-0.4,0.0,0.0,x
Cc1cc(Oc2ccc(=O)n(C)n2)nc(Oc2ccc(=O)[nH]n2)n1,-1.2,0.5,-12.7,x,104.2,112.0,-43.8,15.0,1.9,-0.6
Cn1cc(SCC(=O)N2CCOCC2)c2ccccc21,-11.8,-2.1,5.8,50.4,91.2,95.0,-13.9,8.0,-0.4,1.4
COc1cc(C(=O)NNC(=S)NC(=O)c2ccc(Cl)cc2)cc(OC)c1OC,0.5,1.0,-5.5,-8.4,29.5,20.9,-54.7,3.3,6.4,-0.1
Cc1nnc(SCC(=O)N2CCOCC2)[nH]c1=O,8.5,1.4,4.4,4.5,101.8,102.8,-27.1,11.2,1.9,-11.2
O=S1(=O)C[C@@H](N2CCOCC2)[C@H](N2CCOCC2)C1,-6.8,-0.6,-2.0,-2.7,84.0,101.0,-8.2,26.1,1.2,x
Cc1ccc(S(=O)(=O)Nc2c(C)n(C)n(-c3ccccc3)c2=O)cc1,4.6,-0.9,6.8,-9.0&24.8,104.1,54.7,-23.1,13.5,7.4,-1.2
COc1cccc(C(=O)CN2C3=NCCCN3c3ccccc32)c1,-17.2,-2.9,18.5,-50.1,45.5,50.4,4.1,10.7,8.3,-0.7
CCOC(=O)CN(C(=O)Cn1nnc(-c2ccc(OC)cc2)n1)C(C(=O)NC1CCCC1)c1ccc(F)cc1 (stereo not given),x,0.3,-2.1,-5.3,67.7,82.6,-14.1,19.8,8.4,x
Cn1nnnc1SCc1ccccc1[N+](=O)[O-],-14.6,-1.1,-9.0,-1.1,95.2,86.2,-50.5,0.4,1.8,x
N#C/C(=C\c1cn(-c2ccccc2)nc1-c1cc2ccccc2o1)c1nc2ccccc2[nH]1,4.9,0.0,20.5,x,81.8,62.5,-39.0,18.7,4.9,x
COc1ccc(CC(=O)OCn2nnc3ccccc3c2=O)cc1,-9.5,0.1,-5.7,-9.2,82.2,98.8,-11.0,20.1,5.3,x
CC(C)(C)c1ccccc1OCC(=O)NCCC(=O)O,-11.9,1.2,-9.7,x,111.0,113.0,-24.0,8.2,5.2,9.7
Cc1cccc(N=Nc2ccc(O)c3ncccc23)c1,-2.5,-4.6,15.5,7.1,6.0*,14.4,90.5*,2.9,-5.1,1.2
O=c1[nH]c(CSc2nnc(-c3ccccc3)n2C2CCCCC2)nc2ccccc12,-14.7,-2.5,5.3,2.2,87.0,92.8,-26.2,1.7,0.4,-1.0
CN(C)CC(=O)Nc1ccc(S(N)(=O)=O)cc1,-12.4,-0.5,-10.2,29.4,93.0,101.1,-44.0,1.3,1.5,-0.8
O=c1[nH]c(CSc2nc(-c3ccccc3)cs2)nc2ccccc12,-5.8,1.2,17.8,x,83.4,88.4,-37.0,28.7,7.0,x
Cc1noc(C)c1S(=O)(=O)NCCN1CCN(c2ccccc2)CC1,-17.5,-0.3,-14.0,10.7,102.9,105.9,-23.0,6.8,0.9,-1.7
COc1ccc(OC)c(Nc2nc(-c3sc(NC(=O)C(C)(C)C)nc3C)cs2)c1,-20.4,-0.4,-4.4,-5.1,82.2,61.9,-50.9,19.7,-0.2,0.1
Cc1onc(-c2c(F)cccc2Cl)c1C(=O)NC1=NCCS1,-17.7,-1.0,7.5,-10.5,94.0,101.7,1.6,3.3,1.0,4.7
CN(C)S(=O)(=O)N(Cc1ccc(Br)cc1)c1ccccc1,34.6,-1.2,-9.4,-17.2,70.4,65.9,-22.2,19.1,8.1,0.6
COc1cc(NC(=S)NNC(=O)CC(C)C)c(OC)cc1Cl,0.6,-2.6,7.6,x,93.3,101.2,-15.5,7.0,3.1,-1.8
CCCN(C(=O)CSc1nc2c(cnn2-c2ccccc2)c(=O)[nH]1)C1CCS(=O)(=O)C1 (stereo not given),5.9,-0.9,7.2,x,94.5,97.2,-52.0,18.5,0.4,-4.4
COc1cc(OC)cc(C(=O)N2CCC(C(=O)Nc3ccc4c(c3)OCCO4)CC2)c1,-4.2,-0.8,-6.7,x,87.9,84.7,-5.2,4.0,0.4,2.3
Oc1[nH]c2ccccc2c1C=Nc1ccc2c(c1)OCCO2,-8.3,-0.8,3.9,-15.0,89.4,80.8,-38.8,14.1,6.1,-0.8
COc1ccccc1N1CCN(C(=O)c2cc(-c3ccc(Cl)c(Cl)c3)on2)CC1,-1.6,-1.5,-1.1,-6.2,94.9,94.2,-19.6,3.8,2.3,x
CCOC(=O)CNC(=O)CSc1ncnc2c1cnn2-c1ccccc1,-8.4,-0.4,10.6,4.6,93.5,98.5,-44.6,30.3,-2.1,-0.2
CC(=O)Nc1cc(NC(C)=O)cc(C(=O)OCC(=O)N2CC(C)OC(C)C2)c1 (stereo not given),-9.5,-1.9,-4.3,4.6,100.7,100.2,-28.8,6.7,3.4,-3.4
Cc1cccc(-n2nnc(C(=O)Nc3ccc(F)cc3)c2N)c1,-11.5,0.6,5.3,-9.8,77.2,74.9,-16.7,4.6,-1.2,1.0
O=C(NCCCN1CCCC1=O)NC12CC3CC(CC(C3)C1)C2,-5.5,-1.1,-5.6,11.4,105.8,106.9,-51.9,8.3,0.2,4.6
COc1ccc(C(=O)CSc2nnc(CNC(=O)c3ccc(OC)c(OC)c3)n2C)cc1,-23.0,-1.3,2.9,-10.5,112.3,91.1,-6.4,2.7,0.9,-1.0
C=CCNC(=S)NNC(=O)C(CCCC)CC(C)O (stereo not given),-5.7,-1.6,3.3,5.3,95.1,102.3,15.5,4.7,-0.6,-0.2
N#CCCN(CCC#N)C(=O)COc1ccc(Cl)cc1Cl,-7.3,-2.3,-0.4,-13.3,85.1,100.8,-19.8,10.7,2.9,x
CC1CCCCC1NS(=O)(=O)c1ccc(S(=O)(=O)N2CCN(CCC#N)CC2)cc1 (stereo not given),-12.0,-2.2,9.1,-31.0,90.5,89.7,-18.9,19.5,0.5,-0.3
CCn1cc(Cl)c(C(=O)NNC(=O)CCn2nc(C)c([N+](=O)[O-])c2C)n1,-2.7,0.3,-9.3,-7.0,81.5,96.2,-5.0,24.6,-0.4,-0.9
C/C(N)=C(\C#N)C(=O)NCCc1ccccn1,-10.4,0.5,-9.0,0.2,118.5,105.5,-9.2,3.9,1.1,0.0
O=C(Nc1cccnc1Cl)c1cc(-c2ccco2)on1,-24.6,-2.8,-7.2,23.0,81.0,91.3,-46.7,1.2,2.0,0.4
CCOc1ccccc1C(=O)NN1C(=O)C2CCCCC2C1=O (stereo not given),2.7,-0.9,13.8,x,99.7,93.1,-28.1,20.7,-1.4,-2.1
CCc1ccc(CCC(=O)Nc2sc(C)c(C)c2C(=O)OC)o1,-13.8,-1.4,-0.9,29.5,71.3,92.3,-52.7,9.3,8.7,-0.7
C=CCn1c(SCC(=O)Nc2cc(C)c(Cl)cc2OC)nnc1-c1ccco1,-4.9,0.4,12.3,-11.3,80.7,72.7,-63.4,8.4,2.8,-0.2
Cc1ccc(C(=O)NCCn2c(N)c(C#N)c3nc4ccccc4nc32)cc1,9.0,-1.8,0.0,-1.2,73.6,76.5,-31.8,4.7,0.4,-3.7
Cc1ccc(C(=O)n2nc(-c3ccccc3)nc2NCc2ccco2)cc1,-11.3,-1.4,5.9,9.9,100.1,101.0,-17.4,13.5,5.6,-1.2
COc1ccccc1NC(=O)c1nn(-c2ccc(F)c(F)c2)ccc1=O,-4.9,0.5,-6.8,x,95.5,92.7,10.1,9.8,0.2,0.5
CCC(CC)C(=O)c1c[nH]c(C(=O)NCCCN2CCOCC2)c1,-11.3,-2.5,2.9,85.5*,90.2,90.6,-30.5,10.5,0.6,x
CCN(CC)S(=O)(=O)c1ccc(Cl)c(NC(=O)c2cc(Cl)cc(Cl)c2)c1,1.2,-0.6,-3.5,x,105.2,95.4,-17.5,14.3,-0.6,-11.4
COC(=O)c1sccc1NC(=O)Nc1ccc(Cl)c(Cl)c1,-11.3,-0.8,13.8,-26.9,85.8,69.0,-19.6,8.6,5.8,-0.1
CCOc1ccc(NCCC#N)cc1,-22.9,-1.3,9.6,-3.7,95.3,104.3,-4.3,2.9,-1.0,x
C=CCn1c(=O)c2c3c(sc2n2c(Nc4ccc(C(=O)OCC)cc4)nnc12)CCCC3,4.7,-0.8,-4.7,4.1,84.5,78.1,-84.0,1.2,4.5,0.2
C=CCNC(=O)c1onc(CSc2cccc(Cl)c2)c1C(=O)O,2.9,-0.6,3.7,26.6,96.7,99.4,-54.7,5.9,8.8,x
O=C1C=C(NCC2CCCO2)CC(c2ccccc2)C1 (stereo not given),-7.7,-0.3,8.5,x,100.5,97.5,-7.8,11.6,-1.9,-0.4
CC(C)COP(=O)(c1ccc(N(C)C)cc1)C(O)c1ccncc1 (stereo not given),-3.3,-1.0,-6.0,2.4,103.3,100.6,-12.6,4.3,1.8,-1.1
O=C(c1ccc(Cl)c([N+](=O)[O-])c1)N1CCN(c2ccccn2)CC1,6.3,-3.6,3.1,x,74.1,89.1,-6.8,5.2,0.6,1.4
COc1cccc(C(=O)Nc2c3c(nn2-c2cccc(C)c2C)CS(=O)(=O)C3)c1OC,-0.5,-4.2,-5.1,x,83.7,82.1,-23.2,4.7,-0.4,-1.5

Compounds as they come; overall some 6.1% were active at least once.
